# High-throughput results: PubChem, The Scripps Research Institute Molecular Screening Center
# M4 antag – human M4 muscarinic receptor antagonists, primary screen, CHO cells, Fluo-8 calcium fluorescence; Muscarinic acetylcholine receptor M4 (Homo sapiens), P08173; CHO-hM4 cells, ACh EC80; inhibition, % at 3 µM; 0.73% of 360,000 active;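 active = inhibition above its plate's cutoff, the mean inhibition of sample wells plus 3 SD, cut at about 27% in these data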;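 also: 0% = acetylcholine EC80 with DMSO and 100% = DMSO without agonist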
# Target sequence (P08173 whole entry, looked up): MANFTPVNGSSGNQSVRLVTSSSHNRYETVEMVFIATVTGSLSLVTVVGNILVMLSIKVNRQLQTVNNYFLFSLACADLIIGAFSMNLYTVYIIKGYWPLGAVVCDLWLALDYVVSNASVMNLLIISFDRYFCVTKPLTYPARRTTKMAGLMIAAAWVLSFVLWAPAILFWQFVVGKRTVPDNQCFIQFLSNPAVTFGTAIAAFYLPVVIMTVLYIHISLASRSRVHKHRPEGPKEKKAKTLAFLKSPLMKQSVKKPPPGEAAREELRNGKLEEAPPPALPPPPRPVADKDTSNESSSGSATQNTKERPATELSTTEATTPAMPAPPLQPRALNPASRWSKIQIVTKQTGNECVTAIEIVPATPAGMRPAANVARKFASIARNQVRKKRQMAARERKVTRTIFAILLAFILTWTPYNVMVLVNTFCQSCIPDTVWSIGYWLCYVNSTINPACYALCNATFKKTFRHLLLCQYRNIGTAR
# TAAR1 ag – human TAAR1 agonists, primary screen, Fluo-8 calcium fluorescence, CHO RD-HGA16 cells | Trace amine-associated receptor 1 (Homo sapiens), Q96RJ0 | vehicle wells 0%, saturating PEA agonist 100% | activation, % at 3 µM | 0.99% of 360,000 active;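 active = activation above the mean activation of all test compounds in the run plus 3 SD, cut at about 38% in these data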
#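 Signal – calcium-sensitive Fluo-8 signal, excitation 470-495, emission 515-575 nm · System – RD-HGA16 (CHO) cells co-expressing Gα16 and hTAAR1 · Incubation – 17-24 h seeding, 75 min 37 °C dye, 30 min RT · Compound dosing – 3 µM single concentration · Repeats – no replicates (n 1)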
# CHRM5 agonist – human M5 muscarinic receptor agonists, primary screen, CHO-K1 cells, Fluo-8 calcium fluorescence; CHO-K1 hM5 cells; 0% DMSO wells, 100% maximal acetylcholine response; activation, % at 3 µM; 0.19% of 360,000 active; AID 624037, 2012;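 active = activation above the run's mean over test compounds plus 3 SD, cut at about 23% in these data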;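 also: signal is peak over basal fluorescence ratio across the kinetic read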
# M1 PAM – human M1 muscarinic receptor positive allosteric modulators, primary screen, CHO-K1 cells, Fluo-8 calcium fluorescence, 1536-well; CHO-K1 hM1, ACh EC20; 0% = ACh EC20, 100% = maximal ACh; activation, % at 3 µM; 0.088% of 360,000 active; in the data active = activation above about 19%, passing the limit was not always enough
# Target sequence (P11229 whole entry, looked up): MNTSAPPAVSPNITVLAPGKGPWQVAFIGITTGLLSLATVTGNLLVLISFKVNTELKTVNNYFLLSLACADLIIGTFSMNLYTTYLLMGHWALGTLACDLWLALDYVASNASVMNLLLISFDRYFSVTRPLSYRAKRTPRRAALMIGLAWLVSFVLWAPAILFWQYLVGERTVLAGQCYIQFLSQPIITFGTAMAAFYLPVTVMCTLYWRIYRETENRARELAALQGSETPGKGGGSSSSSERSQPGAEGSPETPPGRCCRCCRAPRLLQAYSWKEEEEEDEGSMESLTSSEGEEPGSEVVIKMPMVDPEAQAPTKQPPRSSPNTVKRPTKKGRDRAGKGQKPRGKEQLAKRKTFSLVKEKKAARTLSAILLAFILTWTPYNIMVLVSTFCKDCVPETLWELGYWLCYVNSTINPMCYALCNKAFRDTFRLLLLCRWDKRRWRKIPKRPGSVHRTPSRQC
# CHRM5 antagonist – human M5 muscarinic receptor antagonists, primary screen, CHO cells, Fluo-8 calcium fluorescence; 0.59% of 360,000 active; inhibition, % at 3 µM; CHO-hM5 cells, ACh EC80;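 active = inhibition above a per-plate cutoff, the mean of that plate's test compounds plus 3 SD, cut at about 27% in these data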;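 also: 0% = acetylcholine EC80 with DMSO and 100% = DMSO without agonist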
# CHRM4 agonist – human M4 muscarinic receptor agonists, primary screen, CHO-K1 cells, Fluo-8 calcium fluorescence. CHO-K1 hM4/Gqi5; vehicle 0%, full acetylcholine response 100%. Muscarinic acetylcholine receptor M4 (Homo sapiens), P08173. activation, % at 3 µM. 0.14% of 360,000 active;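 active = activation above the run mean over all test wells plus 3 SD, cut at about 32% in these data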;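 also: peak over basal fluorescence ratio per well then scaled between controls; 0% = DMSO wells and 100% = acetylcholine at EC100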
# CHRM1 antagonist – human M1 muscarinic receptor antagonists, primary screen, CHO-K1 cells, Fluo-8 calcium fluorescence, 1536-well; inhibition, % at 3 µM; AID 588852, 2011; 1.3% of 360,000 active; CHO-K1 hM1, ACh EC80 antagonist;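 active = percent inhibition above its own plate's cutoff, namely the mean of that plate's compound wells plus 3 SD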;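 also: peak over basal fluorescence ratio during 140 s after agonist addition; 0% = ACh EC80 plus DMSO and 100% = DMSO alone without agonist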
# M1 ag – human M1 muscarinic receptor agonists, primary screen, Fluo-8 calcium fluorescence, CHO-K1 cells, HTS | Muscarinic acetylcholine receptor M1 (Homo sapiens), P11229 | CHO-K1 hM1, agonist mode; 0% DMSO, 100% acetylcholine EC100 | activation, % at 3 µM | 0.33% of 360,000 active;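 active = activation above the run's mean compound activation plus 3 SD, cut at about 16% in these data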;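 also: peak over basal fluorescence ratio within a 140 s kinetic read after compound addition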
# CHRM5 PAM – human M5 muscarinic receptor positive allosteric modulators, primary screen, CHO-K1 cells, Fluo-8 calcium fluorescence; CHO-K1 hM5, ACh EC20 PAM; 0% = ACh EC20, 100% = ACh EC100; activation, % at 3 µM; 0.3% of 360,000 active;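 active = activation above the run cutoff, the mean activation of all test compounds plus 3 SD, cut at about 18% in these data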
#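 System: CHO-K1 cell line with stable human muscarinic M5 receptor expression | Also added: EC20 acetylcholine as agonist stimulus | Compound: One concentration, 3 µM final (nominal) | Timing: Fluo-8 loading 80 min at 37 °C plus 30 min room temperature | Measured by: Fluo-8 calcium dye fluorescence, kinetic read | Read-out basis: % activation, ACh-normalized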
# * marks the source's active call; other numbers are inactive results; . = no result given.
SMILES,M4 antag,TAAR1 ag,CHRM5 agonist,M1 PAM,CHRM5 antagonist,CHRM4 agonist,CHRM1 antagonist,M1 ag,CHRM5 PAM
CN(C)c1ncnc2c1ncn2C1CCCCO1 (centres undefined),2,1,1,7,15,0,-7,0,0
COc1ccc(-c2cc(C(=O)N3CCCCCC3)c3ccccc3n2)cc1OC,-6,10,1,-11,15,11,15,-3,-9
O=C(CSCc1ccco1)c1cccs1,-5,11,1,9,-1,0,-8,-2,6
O=C(OCn1cncn1)c1ccc(Cl)cc1Cl,-3,3,-4,3,1,1,-1,-3,2
COC(=O)[C@@]1(C)[C@H]2C(=O)N(Cc3ccccc3)C(=O)[C@H]2[C@H]2CN=C(SCc3ccc(Cl)cc3)N21,-3,4,1,16,10,3,-19,-5,-2
O=C(COc1coc(CN2CCN(c3ccc(F)cc3)CC2)cc1=O)NCC1CCCO1 (centres undefined),-10,1,3,4,4,1,-7,-1,-2
N#Cc1cn(CC(=O)N2CCCC2)c2ccccc12,7,9,-5,5,-3,0,-3,-2,-5
CCOc1ccc(NC(=O)[C@@H]2CCCN2C(=O)c2cccs2)cc1S(=O)(=O)N1CCOCC1,-7,10,5,13,-6,2,-12,-5,2
CCOC(=O)c1cc(-c2ccco2)nc2c1c(C)nn2CCC#N,-1,10,0,-4,-2,1,-12,-4,0
Cc1ccnc(N/C=C/C(=O)c2ccc(Br)cc2)c1,-8,3,-3,13,4,0,-4,10,3
COc1ccc(NC(=O)c2ccc(-c3c(C)noc3C)c3ccoc23)cn1,-5,2,1,1,3,5,-1,-4,-1
N#CCC(=O)Nc1ccc(C(=O)OCC(=O)C23CC4CC(CC(C4)C2)C3)cc1,-9,14,6,-6,-2,2,21,1,10
Cc1nn(C)cc1CNC(=O)Nc1ccc(Cl)cc1,4,13,-3,-1,0,4,10,2,-10
CCOc1ccc(NC(=S)C(C#N)=C2N(C)c3ccccc3N2C)cc1,-5,4,-4,7,8,0,-11,-5,1
CCOc1cc(N2CCOCC2)c(OCC)cc1NC(=O)COC(=O)CCn1c(C)csc1=O,-7,6,4,12,5,2,-18,0,-1
COc1ccc(NS(=O)(=O)c2cccc(NC(=O)c3ccccn3)c2)cc1,-3,0,6,-7,0,8,9,1,-9
O=C(/C(=C/O)N=Nc1ccccc1)c1cccs1,3,2,-3,2,-2,3,-3,-10,-4
COc1cc(/C=N/NC2=NC(C)(C)Cc3ccccc32)cc(OC)c1OC,0,2,-1,2,-6,1,9,-2,5
O=[N+]([O-])c1cccc(N(CC(O)CN2CCCCC2)S(=O)(=O)c2ccccc2)c1 (centres undefined),-13,0,-3,9,7,1,2,-6,-3
O=c1[nH]cnc2scc(-c3ccc(F)cc3)c12,-10,16,0,7,-3,1,-9,0,4
Cc1cc(C)c(S(=O)(=O)Nc2ccccn2)c(C)c1,8,-1,-2,6,22,1,2,-4,-5
CS(=O)(=O)c1ccc(C(=O)NC2CCCCC2)cc1,6,2,0,-4,6,0,2,-5,-5
CCCCCCNC(=O)c1cc(S(=O)(=O)N2CCc3ccccc32)ccc1F,-1,2,-2,4,7,0,2,-5,0
COc1cccc(NC(=O)CSc2ccc3nnc(CCNC(=O)c4ccccc4)n3n2)c1,6,3,-1,-7,16,1,18,-2,-5
Nc1nc(-c2ccco2)nn1S(=O)(=O)c1ccc(Cl)cc1,8,3,0,0,7,1,3,0,-8
Clc1ccc(OCc2nn3c(-c4ccco4)nnc3s2)cc1,-10,12,0,-1,3,4,-24,1,-4
CCc1ccccc1NC(=O)CCC(=O)OCC(=O)c1ccc(-c2ccccc2)cc1,-11,1,-1,-2,4,4,-8,-3,-7
NS(=O)(=O)c1ccc(CCNCc2cc(Cl)ccc2OCc2ccccc2)cc1,6,13,8,-10,14,14,10,-5,-13
O=C(O)CCc1ccc(-c2ccc(Br)cc2)n1-c1cccc(O)c1,-15,-1,-3,9,2,1,-13,-2,-3
Cc1cccc(CCNC(=O)C2CCC(=O)N(Cc3ccccc3F)C2)n1 (centres undefined),-6,3,-3,13,-3,1,-13,-4,-2
Cc1cc(Br)c(OCc2ccc(C(=O)N/N=C3\CC4CC=CC34)cc2)c(Br)c1 (centres undefined),4,8,0,3,0,0,-8,-8,-1
Oc1ccc2ccc3[nH]cnc3c2c1,5,0,-1,6,5,0,-3,-3,-3
COc1ccc(CNC(=S)Nc2ccccc2F)cc1,-13,7,-1,1,1,1,-7,-2,-1
C=CCn1c(=O)c2ccccc2n2nnc(C(=O)OCC)c12,8,1,0,5,10,0,-10,-4,2
CCN1CCN(Cc2nc3c(c(=O)n(C)c(=O)n3C)n2C(C)C(C)=O)CC1 (centres undefined),-3,16,-1,2,-5,1,-2,-3,2
O=C(COc1ccccc1Cl)N1CCN(c2ccccn2)CC1,4,3,-3,-5,9,1,13,-7,-3
COc1ccc(-c2cccc(NS(=O)(=O)c3cc([N+](=O)[O-])c(C)c([N+](=O)[O-])c3)c2)nn1,1,2,4,-3,2,7,-5,0,-6
C#CC[N+]1(CC#Cc2ccccc2)CCCC1,2,1,-7,-1,0,1,7,-5,-13
COCCn1c(C(=O)N(C)C)cc2c1C[C@H]1CN(C(=O)c3ccccc3)[C@@](Cc3ccc(F)cc3)(C(=O)OC)[C@@H]21,-5,4,1,.,4,3,.,.,4
Cc1ccc(CNC(=O)C(OC(=O)c2ccco2)C(C)C)cc1 (centres undefined),10,0,-4,11,-6,0,-15,-9,-3
CCCCC(=O)Nc1cccc(NC(=O)c2ccc(Br)cc2)c1,3,9,-5,3,-3,0,-1,-7,-6
O=C(CN(C(=O)CNS(=O)(=O)c1ccccc1)c1ccc(F)cc1)NCc1ccco1,0,6,0,4,16,1,-7,-3,-2
CCCNS(=O)(=O)c1ccc(OCC(=O)Nc2ccc3c(c2)OCCO3)c(C)c1,-6,0,3,8,3,4,-8,-2,0
COC(=O)c1cc(OC)c(OC)cc1NC(=O)c1ccc(C)cc1,-2,9,2,8,-5,0,-1,-3,7
Cc1cn(CC(=O)NCCCc2ccccc2)c(=O)[nH]c1=O,-3,9,-1,4,-4,2,-10,-2,3
Cc1ccc(C(=O)Nc2ccc(C(=O)N3CCCCC3)cc2)cc1,0,6,-1,10,-5,1,-4,-8,2
COC(=O)Cc1ccc(NC(=S)NC(C)(C)C)cc1,-12,8,1,-1,2,1,5,-6,0
CCOc1cccc(C2C(C(=O)c3ccc(C)o3)=C(O)C(=O)N2Cc2ccncc2)c1 (centres undefined),-4,15,-1,4,-1,0,-24,-4,2
C=CCSc1nc2c(c(=O)[nH]c(=O)n2C)n1C/C=C(/C)Cl,-8,6,-3,-2,-5,1,1,-3,-3
Cc1ccn(CCSCC(=O)O)n1,-8,3,4,5,0,0,-4,-3,6
COc1ccc(CN(Cc2cccn2C)S(=O)(=O)c2ccccc2)cc1,-21,5,-7,-3,-17,4,1,-8,15
CCc1ccc(NC(=O)Cn2nnc(C(=O)NCc3cccs3)c2N)cc1,-5,0,2,-1,6,1,3,-4,-1
CN(C)c1nc(N)ncc1-c1ccc(Oc2ccccc2)cc1,-22,2,-7,5,2,2,-10,-6,-7
COc1ccc(/C=C/c2nnc(NC(=O)COc3ccc(C)cc3)s2)cc1,5,2,0,4,4,1,-2,-3,-2
COC(=O)C(C)NS(=O)(=O)c1ccc(NC(C)=O)cc1 (centres undefined),4,3,1,0,2,2,-5,0,1
CCCCNC(=O)c1nc(-c2cc3ccccc3[nH]2)oc1-c1ccccc1,5,-2,0,.,4,5,.,.,-6
Cc1ccccc1NC(=O)c1cccc(NC(=O)c2ccccc2C(=O)O)c1,-2,0,4,7,-6,1,-13,-2,11
O=C(Nc1ccc(N2CCN(C(=O)c3ccccc3)CC2)c(Cl)c1)c1cccnc1,4,29,0,-3,-2,17,-1,5,-30
CCCC(=O)Nc1ccc(NC(=O)c2ccccc2F)cn1,-3,1,1,1,10,3,-3,-4,2
CCCCCCN1C[C@@H](n2cc(COC(=O)c3ccccc3)nn2)[C@H](O)C[C@@H]1c1ccc(OC)cc1,-8,4,1,1,4,0,3,-3,-5

# Next section, starting with the last three of the part before.
SMILES,M4 antag,TAAR1 ag,CHRM5 agonist,M1 PAM,CHRM5 antagonist,CHRM4 agonist,CHRM1 antagonist,M1 ag,CHRM5 PAM
O=C(Nc1ccc(N2CCN(C(=O)c3ccccc3)CC2)c(Cl)c1)c1cccnc1,4,29,0,-3,-2,17,-1,5,-30
CCCC(=O)Nc1ccc(NC(=O)c2ccccc2F)cn1,-3,1,1,1,10,3,-3,-4,2
CCCCCCN1C[C@@H](n2cc(COC(=O)c3ccccc3)nn2)[C@H](O)C[C@@H]1c1ccc(OC)cc1,-8,4,1,1,4,0,3,-3,-5
O=C(c1cc(-c2cccs2)on1)N1CCN(c2ccccc2)CC1,5,.,1,2,-6,-1,-7,-4,-3
Cc1cc(S(=O)(=O)NCC(C)C)ccc1OCC(=O)NCc1ccco1,-1,3,2,7,10,1,-1,-6,7
CCN(CC)c1ccc(/C=C2\SC(N)=NC2=O)cc1,1,7,4,6,-10,1,-10,6,11
COC(=O)Cn1ccnc1[N+](=O)[O-],-5,2,1,-5,-1,-2,5,-2,-2
CC(=O)c1c(COC(=O)c2ccccc2)nc2ccccc2[n+]1[O-],3,28,-1,4,3,2,6,-1,0
CCOC(=O)CSc1nnc(CNC(=O)c2ccc(S(=O)(=O)N(C)C)cc2)n1C,-13,2,-2,8,-6,1,-1,-6,7
C=CCn1c(SCC(=O)N(CCC)C2CCS(=O)(=O)C2)nnc1-c1ccccc1OC (centres undefined),-2,0,1,10,10,0,-12,-6,-3
CC(C)(C)OC(=O)NCCCC(CCCNC(=O)OC(C)(C)C)C(=O)O,-11,6,-4,3,-3,2,-5,-4,-3
Cc1ccc2[nH]c3c(c2c1)CN(C(=O)CN1c2ccc(F)cc2CCC1C)CC3 (centres undefined),2,10,-3,4,5,1,-1,-4,-5
COc1cc(OC)cc(-c2c(-c3cccs3)c3cc(-c4ccc(CN5CCOCC5)cc4)ccc3n2C)c1,18,22,1,4,4,2,-4,1,-11
CC(C)CN(C(=O)COC(=O)c1cccc2ccccc12)c1c(N)n(Cc2ccccc2)c(=O)[nH]c1=O,-10,0,1,12,2,1,-18,-2,4
CC(C)(C)c1ccc(C(=O)N/C(=C\c2cccc([N+](=O)[O-])c2)C(=O)Nc2cccc(C(=O)O)c2)cc1,-5,0,4,2,-2,0,1,0,12
CCCc1nc(NC2CCCCC2)c(C#N)c2c1COC(C)(C)C2,3,10,3,17,4,1,-26,-3,1

# Only part of the results is shown; the hit share may differ from the screen's.
